# Integrin act MD – activators of alpha7 integrin expression for muscular dystrophy | hit rate 0.064% among 350,000 | alpha7betagal myoblasts, beta-gal FDG fluorescence, 48 h | AID 624291 | Potency, µM (highest dose often 38.3 µM), without a hit: at the top dose activation, hits mostly activators;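 also: potency is read from the fitted curve at half-maximal effect; 100% = response of the positive control SU9516; nearly all actives have a fitted effect of over 60% in size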
#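 alpha7betagal+/- myoblasts (passage 13, 250/well) treated 48 h at 37C with compounds at 1:260 dilution of DMSO stock. Lysed, then beta-galactosidase activity read as FDG fluorescence (ex 480/em 540) after 30 min, with pre-read for autofluorescence.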
# B2AR arrestin – recruits beta-arrestin to the human beta2-adrenergic receptor; P07550; beta-arrestin recruitment to beta2AR, cell-based reporter; Potency, µM (series often up to 46.1 µM), inactives show top-dose activation, usual class: activators; hit rate 0.02% among 330,000; AID 492947;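 also: potency is read from the fitted curve at half-maximal effect; 0% = DMSO controls and full agonism = EC100 isoproterenol or metaproterenol; nearly all actives have a fitted effect of over 65% in size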
# Target sequence (P07550 whole entry, looked up): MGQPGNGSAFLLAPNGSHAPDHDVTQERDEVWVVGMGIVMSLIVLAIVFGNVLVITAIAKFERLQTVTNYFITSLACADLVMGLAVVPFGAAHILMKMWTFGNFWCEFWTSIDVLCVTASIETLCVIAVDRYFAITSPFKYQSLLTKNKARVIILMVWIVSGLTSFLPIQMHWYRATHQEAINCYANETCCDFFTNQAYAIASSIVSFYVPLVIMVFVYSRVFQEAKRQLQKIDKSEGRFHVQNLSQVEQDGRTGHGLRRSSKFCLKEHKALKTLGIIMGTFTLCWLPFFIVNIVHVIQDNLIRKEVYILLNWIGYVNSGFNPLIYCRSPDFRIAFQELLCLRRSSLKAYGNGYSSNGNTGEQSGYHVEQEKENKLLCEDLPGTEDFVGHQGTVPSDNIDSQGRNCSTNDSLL
# TSG101-PTAP inh – blocks PTAP/TSG101 interaction to inhibit HIV-1 budding; 340,000 tested, under 10 active; AID 493005; Fluorescence polarization, FITC-PTAP peptide / Tsg101 binding; Potency, µM (titrated, usually from 115 µM), inactives show at the highest dose activity change, negative = inhibition, most hits filed as inhibitors; Q99816; active = well fitted inhibition curve with a large enough effect in the main read-out, with a control signal flat, not every such curve was filed as active; inconclusive = small, poorly fitted or top-dose-only effect, or effect the other way, or a change in a side signal; inactive = no such curve, though single readings can be large or run the other way; also: potency is read from the fitted curve at half-maximal effect; % of control where 0% means no effect
#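 FP read-out: FITC-PTAP peptide, 50 nM final, binding Tsg101 binding domain, 10 uM final; 20 min, r.t.; 10 mM HEPES pH 7.5, 0.15 M NaCl, 0.01% Tween 20, 3 mM EDTA, 0.1 mM TCEP.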
# uPA generation – blocks generation of uPA at the cell surface; cell surface uPA generation assay, qHTS; Potency, µM (titrated, usually from 38.3 µM), inactives show at the highest dose activity change, negative = inhibition, most hits filed as inhibitors; hit rate 0.31% among 330,000; AID 540303; active = well fitted inhibition curve with a large enough effect; inconclusive = small, poorly fitted or top-dose-only effect; inactive = no such curve, though single readings can be large or run the other way; tested in mouse RAW 264.7 cells; also: potency is read from the fitted curve at half-maximal effect; % is scaled to controls: 0 for no effect and ±100 for the full control effect; nearly all actives have a fitted effect of over 55% in size
# Eya2 phos inh – Eya2 (human) phosphatase inhibition | Potency, µM (doses to about 76.9 µM), inactives show at the top dose activity, negative = inhibition, most hits filed as inhibitors | O00167 | recombinant Eya2, OMFP fluorescence dephosphorylation (OMFP is methylfluorescein phosphate) | hit rate 0.006% among 330,000; also: potency is read from the fitted curve at half-maximal effect; % is scaled to controls: 0 for no effect and ±100 for the full control effect
#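 Eya2 (0.2 uM) preincubated 10 min at ambient with compound, then OMFP substrate added at 50 uM; 10 min reaction in 50 mM HEPES pH 7.5, 50 mM NaCl, 5 uM MgCl2, 0.05% BSA, 1 mM DTT. Fluorescence read at Ex 485/Em 525 nm.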
# S-ASM inh – inhibitors of human secretory acid sphingomyelinase; Potency, µM (titrated, usually from 57.5 µM), without a hit: at the top dose activity change, negative = inhibition, most hits filed as inhibitors; P17405; hit rate 0.006% among 340,000; AID 504937; placental ASM, HMU-PC fluorogenic substrate, 60 min; also: potency is read from the fitted curve at half-maximal effect
# Target sequence (P17405 47-631 limits assumed): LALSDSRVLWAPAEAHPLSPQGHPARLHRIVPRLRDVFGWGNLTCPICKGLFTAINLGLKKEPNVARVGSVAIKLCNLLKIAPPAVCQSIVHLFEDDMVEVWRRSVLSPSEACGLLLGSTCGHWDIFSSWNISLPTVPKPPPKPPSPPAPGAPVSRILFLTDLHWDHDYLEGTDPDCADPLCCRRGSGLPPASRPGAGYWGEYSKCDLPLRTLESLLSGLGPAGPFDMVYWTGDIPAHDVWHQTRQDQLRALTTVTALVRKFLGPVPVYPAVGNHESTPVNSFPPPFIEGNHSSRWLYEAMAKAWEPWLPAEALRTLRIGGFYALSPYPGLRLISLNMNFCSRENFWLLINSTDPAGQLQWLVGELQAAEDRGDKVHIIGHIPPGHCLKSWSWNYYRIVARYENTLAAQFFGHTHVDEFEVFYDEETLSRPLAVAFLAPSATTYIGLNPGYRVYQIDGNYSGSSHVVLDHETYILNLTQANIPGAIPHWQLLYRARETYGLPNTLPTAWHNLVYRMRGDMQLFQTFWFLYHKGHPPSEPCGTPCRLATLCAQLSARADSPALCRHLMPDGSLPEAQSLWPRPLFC
#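 Human placenta-derived ASM enzyme was preincubated with compound for 10 minutes at room temperature, then given fluorogenic substrate HMU-PC0 (9 uM final) for 60 minutes at 37 °C; a pH 10 stop preceded fluorescence reading at Ex 386/Em 447 nm.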
# USP2a inh – USP2a (human) protease inhibition. USP2 core, Ub-CHOP2 coupled fluorogenic reporter, 485/531. hit rate 0.01% among 330,000. AID 463254. Potency, µM (titrated, usually from 38.3 µM), without a hit: at the highest dose activity change, negative = inhibition, hits mostly inhibitors. O75604;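 also: potency is read from the fitted curve at half-maximal effect; plate controls were DMSO wells for no effect and full inhibition by NEM control for full effect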
#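 Cell-free coupled assay: 10nM USP2 core preincubated 30min RT with compound in Tris-HCl pH 8.0/CaCl2/CHAPS buffer, then 25nM Ub-CHOP2 and 25nM reporter substrate; fluorescence (Ex 485/Em 531) read after 60min RT, normalized to NEM inhibition, concentration-response curves fitted.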
# p53 reactivation – re-activators of mutant p53; H1299 p53-A138V BP100-luciferase reporter, luminescence, 24 h; AID 504706; hit rate 0.063% among 320,000; Potency, µM (top dose mostly 92.2 µM), without a hit: at the highest dose activity change, positive = activation, actives largely listed as activators; also: potency is read from the fitted curve at half-maximal effect; % of control where 0% means no effect; nearly all actives have a fitted effect of over 45% in size
#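 H1299 (p53-null), stable ts p53-A138V + BP100-Luc; 1000 cells/well, Opti-MEM/10% FBS; cpd 4 pt, 1:5; 24 h, 37 deg C, 5% CO2; detection reagent 10 min RT; luminescence.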
# TRPV1 agonist – human TRPV1 agonism; AID 540275; TRPV1-expressing cells, Fluo-8 calcium influx, agonist mode; activation, % at 8.33 µM; hit rate 0.19% among 320,000; in the data active = activation above about 80%; inconclusive = between about 30% and that limit; also: 0% is about no effect
#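 Fluo-8 calcium influx in TRPV1-expressing cells, kinetic read (ex 480/em 520 nm). Compound added and read 3 min for agonist activity, followed by capsaicin at EC20 final and 2 min further read for enhancement.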
# ELG1 genotox – genotoxicity induction in ELG1-luciferase HEK293T cells; HEK293T ELG1-luciferase reporter, luminescence, 16 h; AID 504466; hit rate 1.3% among 330,000; Potency, µM (top dose mostly 46 µM), for the others: at the highest dose activity change, positive = activation, usual class: activators; also: potency is read from the fitted curve at half-maximal effect; % of control where 0% means no effect; nearly all actives have a fitted effect of over 60% in size
#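 HEK293T cells expressing luciferase-tagged ELG1 were exposed to compound or DMSO vehicle for 16 hr at 37 °C and 5% CO2. Luciferase activity was then measured with ONE-Glo after 30 min at room temperature.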
# BRCA1 expr up – activators of BRCA1 expression; MCF7-BRCA1-FFLuc reporter, luminescence, 48 h; response scale: scaled: vehicle 0%, 10 µM genistein 100%; hit rate 1.1% among 380,000; Potency, µM (doses to about 46.1 µM), without a hit: at the highest dose activation, actives largely listed as activators; also: potency is read from the fitted curve at half-maximal effect; nearly all actives have a fitted effect of over 80% in size; some results filed as inactive show a strong effect at the top dose
#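 MCF7-BRCA1-FFLuc cells, 2000/well in phenol-red-free MEM, attached 2 h then treated 48 h at 37 C. Luciferase luminescence read 15 min after reagent; normalized to genistein maximum activation (10microM) and DMSO, concentration-response fitted.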
# * marks the source's active call; other numbers are inactive results; ? = inconclusive; nt = no result given; & = joins results of further samples; [ ] = another dose, or the depositor's remark. Unless noted, calls follow the shape of the dose curve; as a rule, active = well fitted curve in the direction sought with a large enough effect; inconclusive = small, poorly fitted or top-dose-only effect, or another doubt; inactive = no such curve, though single readings can be large; an effect the other way counts as inactive or inconclusive.
SMILES,Integrin act MD,B2AR arrestin,TSG101-PTAP inh,uPA generation,Eya2 phos inh,S-ASM inh,USP2a inh,p53 reactivation,TRPV1 agonist,ELG1 genotox,BRCA1 expr up
CCN(CC)S(=O)(=O)c1ccc2c(c1)nc(CCC(=O)OCC(=O)N1CCc3ccccc31)n2C,-20%,-0.7%,-1%,2%,-2%,-3%,3%,10%,-3,0%,-15%
CC(NC(=O)CN1CCC(C(N)=O)CC1)c1ccccc1 (stereo unspecified),7%,-0.5%,1%,1%,-4%,2%,-1%,-1%,-2,8%,12%
CCOc1ccc2nc(SCC(=O)NC3CCCCC3)[nH]c2c1,?,-0.3%,-6%,-5%,-4%,-1%,3%,?,21,-4%,-29%
Cc1cc2c3c([nH]c2cc1S(=O)(=O)NCc1ccc(CN2CCCCCC2)o1)CC(C)(C)CC3=O,-52%[inhibitor],0.5%,-8%,0%,-5%,2%,-1%,10%,-2,-1%,-3%
COc1ccc(C)cc1NC(=O)c1ccc(NS(=O)(=O)c2cccc3cccnc23)cc1,3%,-0.8%,-3%,1%,7%,-7%,2%,-3%,-5,5%,-25%
Cc1c(C(=O)N2CCCCCC2)c(S(=O)(=O)NCc2ccccc2Cl)c(C)n1C,5%,-0.3%,-3%,3%,-11%,-1%,2%,-1%,4,-2%[9.26 µM],9%
COc1cccc(OC)c1OCCNCC1CSc2ccccc2O1 (stereo unspecified),nt,nt,-2%,-13%,-10%,0%,nt,nt,nt,nt,-1%
CC(C)(C)OC(=O)NCCCC(CCCNC(=O)OC(C)(C)C)C(=O)O,-13%,-0.1%,-2%,5%,8%,4%,0%,-2%,-2,2%,-1%
CN(C)S(=O)(=O)c1cc(NC(=O)COC(=O)CCSc2ccc(Cl)cc2)ccc1Cl,2%,0.1%,-1%,-1%,-4%,-19%,1%,-11%,3,1%,2%
CCc1ccc(OCC(=O)N/N=C(\C)c2ccc(OC(F)F)cc2)cc1,12%,4.8%,-1%,8%,1%,-13%,2%,-13%,17,0%,-3%
O=c1[nH]c(-c2ccc(F)cc2)nc2c1sc(=S)n2-c1ccccc1,18%,3.2%,-2%,-1%,-24%,3%,1%,13%,0,-10%,-20%
CC(=O)N1CCN(c2ncnc3ccccc23)CC1,?,-0.8%,-2%,1%,-13%,-2%,1%,-24%,2,-14%,22%
CCOC(=O)C(CCCCOc1ccc([N+](=O)[O-])cc1)C(=O)OCC,-30%,-0.2%,-8%,-6%,-10%,1%,2%,3%,0,-5%,-12%
COc1ccc(CC(NC(C)=O)C(=O)N2CCN(C(=O)Nc3cccc(F)c3)CC2)cc1OC (stereo unspecified),20%,-0.1%,-3%,18%,1%,-3%,1%,0%,1,3%,34%
COc1ccc(CCNC(=O)/C(C#N)=C2\N=C(NC(=O)c3ccco3)c3ccccc32)cc1,-22%,-0.1%,1%,0%,13%,-3%,2%,5%,2,-5%,-27%
COc1ccccc1Nc1cc(C(=O)NCCCN2CCOCC2)c2ccccc2n1,-13%,0.2%,0%,-19%,-14%,-1%,-1%,?,nt,-7%,0%
CSCCC(C(=O)N1C[C@]2(C)C[C@H]1CC(C)(C)C2)N1C(=O)c2ccccc2C1=O (stereo partly specified),1%,-0.3%,-8%,3%,-12%,0%,-1%,-1%,24,-2%,-20%
Cn1c(=O)n(CC(=O)O)c(=O)c2c1nc1n2CCS1,-2%&4%,0.1%&-0.1%,-16%&-6%,1%&4%,-1%&11%,3%&0%,3%&0%,4%&-1%,2&1,0%&2%,-7%&-16%
CC(=O)c1ccc(N2CCN(c3ncc(C(F)(F)F)cc3Cl)CC2)cc1,8%,0.1%,-1%,-1%,-29%,-20%,2%,1%,-1,-6%,0%
CC(=O)c1cccc(NC(=O)CN2C(=O)NC(C)(c3ccc4c(c3)OCCCO4)C2=O)c1 (stereo unspecified),-6%,4.8%,0%,12%,0%,-5%,-2%,-5%,4,1%,6%
CN(/N=C/c1cc([N+](=O)[O-])ccc1O)c1ccccc1,11%,-0.5%,2%,0%,1%,-10%,3%,14%,-1,10%,43%
CN(C(=O)c1cccc(NC(=O)Cc2ccc(NC(=O)C3CCN(C(=O)C4CCC4)CC3)cc2)c1)C1CCC1,0%,nt,-6%,4%,nt,3%,nt,nt,nt,nt,2%
CCCCn1c(-c2ccc([N+](=O)[O-])cc2)n[nH]c1=S,-16%,-0.5%,-3%,-2%,-3%,-2%,2%,-6%,-2,-1%,-26%
CCC(C)c1ccc(OCc2ccc(C(=O)O)o2)cc1 (stereo unspecified),4%,-0.5%,-2%,3%,2%,1%,-1%,-12%,-1,0.41µM*,?
O=C1CNC(=S)N1CCc1ccc(Cl)cc1,8%,-0.6%,-2%,-1%,4%,-1%,3%,-3%,29,-1%,10%
O=c1[nH]c2cc(C(F)(F)F)ccc2n1-c1cc(C(F)(F)F)ccc1O,nt,-1.0%,-2%,-4%,-6%&-5%,-14%,-2%,-8%,2,-10%,0%
Nc1nonc1-n1nnc(C(=O)N/N=C/c2ccco2)c1-c1ccccc1,8%,-1.0%,-3%,-4%,0%,-5%,2%,-1%,3,-2%,-18%
N#Cc1cc(-c2ccccc2)oc1/N=C/c1ccccc1O,-21%,-0.1%,-16%,-6%,-13%,1%,0%,15%,1,0%,0%
CC1CCC(=NNS(=O)(=O)c2ccc([N+](=O)[O-])cc2)CC1 (stereo unspecified),-16%,nt,-5%,0%,nt,29%,nt,nt,nt,nt,-1%
CC(C)C(=O)Nc1nnc(S(=O)(=O)N2CCCCCC2)s1,-18%,-0.6%,0%,-40%,0%,3%,1%,7%,5,-1%,3%
O=C(O)c1cnn2cc(-c3[nH]ncc3[N+](=O)[O-])cnc12,12%,-0.6%,0%,0%,-2%,4%,1%,-1%,4,1%,-4%
CCOc1cc(C(=O)Oc2cc(C)[nH]c(=O)c2[N+](=O)[O-])cc(OCC)c1OCC,?,-0.3%,3%,7%,1%,-3%,2%,0%,0,-1%,-18%
COc1ccc(OCC(=O)Nc2ccc(S(=O)(=O)N3CCCCC3)cc2)cc1,5%,-1.0%,-1%,-3%,-26%,-4%,1%,7%,9,4%,0%
CCCN1C(=O)CC(Sc2ncccc2C(=O)O)C1=O (stereo unspecified),14%,-0.8%,-4%,12%,-1%,4%,2%,4%,-2,0%,5%
CCCN(CCC)S(=O)(=O)c1cccc(-c2csc(C)n2)c1,-16%,-0.1%,0%,1%,-28%,1%,1%,-1%,27,-5%,-18%

# Nothing new here: seven of the compounds above.
SMILES,Integrin act MD,B2AR arrestin,TSG101-PTAP inh,uPA generation,Eya2 phos inh,S-ASM inh,USP2a inh,p53 reactivation,TRPV1 agonist,ELG1 genotox,BRCA1 expr up
Nc1nonc1-n1nnc(C(=O)N/N=C/c2ccco2)c1-c1ccccc1,8%,-1.0%,-3%,-4%,0%,-5%,2%,-1%,3,-2%,-18%
N#Cc1cc(-c2ccccc2)oc1/N=C/c1ccccc1O,-21%,-0.1%,-16%,-6%,-13%,1%,0%,15%,1,0%,0%
CC1CCC(=NNS(=O)(=O)c2ccc([N+](=O)[O-])cc2)CC1 (stereo unspecified),-16%,nt,-5%,0%,nt,29%,nt,nt,nt,nt,-1%
CC(C)C(=O)Nc1nnc(S(=O)(=O)N2CCCCCC2)s1,-18%,-0.6%,0%,-40%,0%,3%,1%,7%,5,-1%,3%
O=C(O)c1cnn2cc(-c3[nH]ncc3[N+](=O)[O-])cnc12,12%,-0.6%,0%,0%,-2%,4%,1%,-1%,4,1%,-4%
CCOc1cc(C(=O)Oc2cc(C)[nH]c(=O)c2[N+](=O)[O-])cc(OCC)c1OCC,?,-0.3%,3%,7%,1%,-3%,2%,0%,0,-1%,-18%
COc1ccc(OCC(=O)Nc2ccc(S(=O)(=O)N3CCCCC3)cc2)cc1,5%,-1.0%,-1%,-3%,-26%,-4%,1%,7%,9,4%,0%

# Screens: PubChem BioAssay, National Center for Advancing Translational Sciences (NCATS)
